# FUS suppressor: FUS proteinopathy suppression in yeast; S. cerevisiae FUS-expressing, growth rescue, OD600, 24 h; Potency, µM (series often up to 76.6 µM), for the others: at the top dose growth rescue (activation), hits mostly activators; 390,000 compounds, 0.24% hits;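 note: potency is the fitted concentration of half-maximal effect; plate controls were DMSO vehicle for no effect and reference control for full effect; nearly all actives have a fitted effect of over 55% in size; some results filed as inactive show a strong effect at the top dose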
#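 Compound concentration series was pinned onto galactose-induced FUS-expressing yeast seeded at OD 0.005. Plates sat 24hr at 30C; absorbance at 600 nm gave growth. DMSO served as background control.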
# Abeta rescue: compounds reversing amyloid beta toxicity in yeast; yeast expressing A-beta42, growth rescue, OD600, 48 h; response scale: 0% DMSO, 100% iron-clioquinol control; Potency, µM (highest dose often 46.1 µM), inactives show at the highest dose growth rescue, usual class: activators; 410,000 compounds, 0.063% hits; AID 1347071; note: potency is the fitted concentration of half-maximal effect; nearly all actives have a fitted effect of over 55% in size
#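 Yeast A-beta toxicity model in growth medium with pinned compounds, 48 h at 30 C; growth read as absorbance at 600 nm. Normalized to FeCl3/clioquinol equimolar mix (positive) and DMSO (negative).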
# EPAC1 agonist: agonists of human EPAC1. O95398. EPAC1 agonist qHTS, biochemical assay; response scale: 100% = response to 6.5 mM cAMP. Potency, µM (highest dose often 154 µM), for inactives: at the highest dose activation, hits mostly activators. 360,000 compounds, 0.073% hits. AID 720707; note: potency is the fitted concentration of half-maximal effect; nearly all actives have a fitted effect of over 60% in size
#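 Nucleotide exchange assay: 100 nM EPAC1 with 250 nM Rap1B loaded with BODIPY-GDP and 50 uM GDP, room temperature. Fluorescence (480/540 nm) read every 5 min for 30 min; signal change normalized to 6.5 mM cAMP as full agonist.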
# PLK1 PBD block: blocks phosphopeptide binding to human PLK1 polo-box domain; 360,000 compounds, 2.8% hits; Potency, µM, without a hit: max response, negative = inhibition, hits mostly inhibitors; Plk1 PBD binding of FITC phosphopeptide, fluorescence polarization; note: potency is the fitted concentration of half-maximal effect; series mostly up to about 57 µM; % is set by controls: 0 for no effect and ±100 for the full control effect; nearly all actives have a fitted effect of over 65% in size
# EPAC1 antag: EPAC1 (human) antagonism; EPAC1 GEF assay, Rap1b-BODIPY-GDP exchange fluorescence; 360,000 compounds, 0.14% hits; Potency, µM (titrated, usually from 115 µM), inactives show top-dose activity change, negative = inhibition, most hits filed as inhibitors; O95398; AID 720709;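 note: potency is the fitted concentration of half-maximal effect; plate controls were vehicle for no effect and positive control for full effect; nearly all actives have a fitted effect of over 50% in size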
# WRN inhibitor: blocks human WRN helicase. Q14191. WRN helicase unwinding, fluorescent forked duplex, kinetic. Potency, µM (highest dose often 114 µM), without a hit: top-dose activity change, negative = inhibition, hits mostly inhibitors. 360,000 compounds, 0.46% hits. AID 651768; note: potency is the fitted concentration of half-maximal effect; % is set by controls: 0 for no effect and ±100 for the full control effect; nearly all actives have a fitted effect of over 55% in size
# Target sequence (Q14191 whole entry, looked up): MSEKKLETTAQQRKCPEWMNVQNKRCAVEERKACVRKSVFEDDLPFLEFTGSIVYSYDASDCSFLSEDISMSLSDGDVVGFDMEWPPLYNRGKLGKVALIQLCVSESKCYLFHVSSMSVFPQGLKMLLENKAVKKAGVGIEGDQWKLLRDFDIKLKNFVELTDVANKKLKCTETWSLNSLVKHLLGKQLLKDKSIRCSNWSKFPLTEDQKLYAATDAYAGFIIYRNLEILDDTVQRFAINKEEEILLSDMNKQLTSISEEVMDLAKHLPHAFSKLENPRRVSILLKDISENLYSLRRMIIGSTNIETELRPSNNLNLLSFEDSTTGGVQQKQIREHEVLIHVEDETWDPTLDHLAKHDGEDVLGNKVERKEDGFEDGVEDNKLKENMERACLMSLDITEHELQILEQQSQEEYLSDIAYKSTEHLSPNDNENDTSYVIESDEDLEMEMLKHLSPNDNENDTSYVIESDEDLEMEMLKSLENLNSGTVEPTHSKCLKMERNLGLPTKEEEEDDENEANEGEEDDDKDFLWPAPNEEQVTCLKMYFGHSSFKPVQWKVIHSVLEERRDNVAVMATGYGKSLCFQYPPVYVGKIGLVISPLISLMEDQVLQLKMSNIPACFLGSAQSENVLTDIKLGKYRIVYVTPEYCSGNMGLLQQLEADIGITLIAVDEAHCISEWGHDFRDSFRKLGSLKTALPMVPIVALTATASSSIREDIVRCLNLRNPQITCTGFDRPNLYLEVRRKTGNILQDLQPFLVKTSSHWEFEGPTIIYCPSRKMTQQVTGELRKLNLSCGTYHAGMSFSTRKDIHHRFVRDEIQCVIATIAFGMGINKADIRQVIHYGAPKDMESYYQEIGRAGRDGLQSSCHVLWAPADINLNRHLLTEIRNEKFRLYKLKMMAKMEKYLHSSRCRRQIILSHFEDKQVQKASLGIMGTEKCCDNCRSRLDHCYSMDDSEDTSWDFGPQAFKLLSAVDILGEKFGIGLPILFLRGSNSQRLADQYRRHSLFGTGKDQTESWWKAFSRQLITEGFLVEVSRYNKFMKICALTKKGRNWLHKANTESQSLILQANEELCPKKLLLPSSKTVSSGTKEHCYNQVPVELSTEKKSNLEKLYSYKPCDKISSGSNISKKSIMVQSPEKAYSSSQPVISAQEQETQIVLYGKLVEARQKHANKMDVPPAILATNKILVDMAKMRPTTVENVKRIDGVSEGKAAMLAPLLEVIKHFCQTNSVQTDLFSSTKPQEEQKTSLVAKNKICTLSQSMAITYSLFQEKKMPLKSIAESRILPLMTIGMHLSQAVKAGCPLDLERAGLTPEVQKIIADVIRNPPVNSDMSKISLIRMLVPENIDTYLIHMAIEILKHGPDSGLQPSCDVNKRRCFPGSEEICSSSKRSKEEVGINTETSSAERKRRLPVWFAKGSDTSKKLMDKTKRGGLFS
#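 Kinetic red-fluorescence monitoring (525/598 nm) tracks WRN helicase activity after 100 nM fluorophore-quencher forked duplex and 2 mM ATP are added to 20 nM enzyme pretreated 15 min at room temperature with compound.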
# PI5P4Ka inh: blocks human PI5P4K alpha kinase activity. P48426. PI5P4Kalpha enzyme, ADP-Glo luminescence, 60 min; active compounds read low. max response, %. 330,000 compounds, 1.2% hits; active = max response of -50% or lower; inconclusive = between -30% and -50%; inactive = -30% or higher; note: value at the top dose of about 77 µM; % is set by controls: 0 for no effect and ±100 for the full control effect
#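 ADP-Glo luminescence end-point read after a 60 min room-temperature kinase reaction of PI5P4Kalpha plus substrate, initiated with ATP at 5 microM final. Buffer: 0.038 M HEPES pH 7.4, EGTA, 0.1% CHAPS, 5% DMSO.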
# IL-2 act: activators of IL-2. IL-2 activation reporter assay, cell-based qHTS; stimulated with anti-CD3/CD4/CD28 beads; in transgenic mouse T cells. activation, % (series mostly up to about 46 µM). 360,000 compounds, 0.065% hits. AID 652025; in the data active = activation above about 50%; inconclusive = mostly about 30% to 49%; note: 0% is about no effect
#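 Unstimulated transgenic mouse T cells, 750 per well, received compound and, after 60 minutes, anti-CD3/anti-CD4 bead plus anti-CD28 stimulation. EGFP and DsRed were quantified after 18 hours.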
# Active calls of the source: *; ? = inconclusive; · = not tested or not shown; [ ] = dose if it differs, or a comment. Unless noted, calls come from the whole dose curve; as a rule, active = well fitted curve in the direction sought with a large enough effect; inconclusive = small, poorly fitted or top-dose-only effect, or another doubt; inactive = no such curve, though single readings can be large; an effect the other way counts as inactive or inconclusive.
SMILES,FUS suppressor,Abeta rescue,EPAC1 agonist,PLK1 PBD block,EPAC1 antag,WRN inhibitor,PI5P4Ka inh,IL-2 act
O=c1[nH]cc(O)c(=O)[nH]1,-17%,-18%,-8%,-11%,-7%,5%,0,0.3
Cn1cc(CN2CCCC(CNS(=O)(=O)c3cccc4cccnc34)C2)cn1 (stereo unspecified),·,8%,7%,-11%,3%,-10%,5,-1.7
COc1ccccc1C1CCN(Cc2c(C)[nH]c3ccccc23)CC1,25%,10%,-13%,6%,0%,0%,2,-2.8
O=C(NCc1ccccc1)/C(=C/c1cccc([N+](=O)[O-])c1)NC(=O)c1ccco1,18%,-15%,2%,-19%,-12%,10%,-10,0.1
O=C(c1ccc(N2C(=O)CCC2=O)cc1)N1CCCSC1=Nc1ccccc1,-31%,5%,5%,-6%,-6%,2%,-28,-1.2
COC(=O)CCC(=O)NNC(=O)c1ccc(Br)cc1,4%,-4%,9%,1%,-10%,-3%,-4,1.3
Cc1ccnc(NC(=O)COc2c(C)cc(C)cc2[N+](=O)[O-])c1,-16%,9%,6%,-4%,7%,-3%,9,-1.1
COc1cccc(S(=O)(=O)Nc2ccc3c(c2)[C@@H]2C[C@H](CC(=O)NCCc4ccccc4)O[C@H](CO)[C@@H]2O3)c1,13%,12%,-7%,-14%,3%,-2%,-3,-4.7
O=C(Cn1cnc2ccccc2c1=O)c1cccs1,23%,-8%,11%,-9%,11%,4%,-1,-0.1
CC1(C)CC(=O)CC(C)(C)N1OC(=O)c1ccccn1,-14%,16%,-3%,3%,0%,9%,-2,0.5
O=c1[nH]c(CSc2nc3ccccc3s2)nc2ccccc12,-1%,8%,-3%,?,16%,-3%,-14,-2.1
O=C(COc1c(F)c(F)c(C(F)(F)F)c(F)c1F)Nc1ccc(N2CCOCC2)c(Cl)c1,?,27%,-16%,-5%,-17%,-30%,12,-0.5
Cc1cccc(NC(=O)C(C)OC(=O)c2ccccc2NS(=O)(=O)c2cc(C)c(C)c([N+](=O)[O-])c2)c1 (stereo unspecified),·,3%,-4%,5%,-26%,-1%,1,-2.9
COc1ccccc1/C=C/C(=O)Nc1cccnc1,15%,10%,-2%,-6%,-19%,10%,0,-0.2
CN(CC(=O)Nc1ccccc1Cl)C(=O)COC(=O)c1ccc(S(=O)(=O)C(F)F)cc1,9%,-4%,-1%,2%,5%,7%,0,-0.6
N=c1n(N)c2ccccc2n1CC(=O)c1ccc(Br)cc1,28%,2%,8%,-6%,-5%,5%,-3,0.1
CCOC(=O)CN(C(=O)COc1nc(-c2ccccc2)cc(C)c1C#N)c1ccc(F)cc1,-3%,11%,1%,-14%,0%,-9%,-4,0.6
CCc1ccccc1NC(=O)CN(C)C(=O)CSc1nnc(Nc2cccc(C)c2C)s1,·,3%,-6%,-17%,-15%,5%,-3,0.2
O=[N+]([O-])c1ccc(CN2CCN(c3ccccc3)CC2)o1,7%,8%,2%,-7%,-15%,9%,-2,-4.0
CCCCN(c1ccccc1)S(=O)(=O)c1ccc2c(c1)CCN2C(=O)CCC(=O)O,20%,-5%,6%,-8%,-5%,-9%,·,-0.4
COc1ccccc1C(=O)COC(=O)Cc1ccccc1F,8%,-3%,9%,-1%,-7%,-28%,4,-0.1
COC(=O)CC/C(O)=C1\C(=O)CC(C)(C)CC1=NCCc1nc2ccccc2[nH]1,-34%,-7%,-7%,21µM*,3%,8%,-5,-0.3
CC1(C(=O)NCc2ccc3c(c2)OCO3)CCN1C(=O)Cc1ccc(Cl)cc1Cl (stereo unspecified),25%,5%,-12%,-1%,-19%,1%[57.1 µM],0,1.4
COc1ccc(C2CC(c3ccccc3)=NN2C(=O)c2ccc(Cl)c([N+](=O)[O-])c2)cc1 (stereo unspecified),·,7%,12%,-4%,2%,-6%,3,-3.9
Cc1ccc2sc(NC(=O)c3ccc(N4C(=O)CCC4=O)cc3)nc2c1C,0%,-10%,3%,-8%,5%,-2%,-4,-0.6
# Carrying on.
SMILES,FUS suppressor,Abeta rescue,EPAC1 agonist,PLK1 PBD block,EPAC1 antag,WRN inhibitor,PI5P4Ka inh,IL-2 act
CCOC(=O)c1c(C)[nH]c(C(=O)CSc2nnc(-c3cccs3)n2Cc2ccccc2)c1C,?,1%,5%,2%,2%,5%,·,-2.2
CCN1C[C@@H]2[C@@H]3C(=O)N(C)C(=O)[C@@H]3[C@](Cc3ccccc3)(C1=O)N2C(=O)c1ccccc1,2%,-15%,-13%,0%,21%,10%,-10,0.5
CC(C)(C)c1ccc(-n2ncc3c2CCCC3NC(=O)c2csnn2)cc1 (stereo unspecified),·,-5%,0%,-6%,-22%,-11%,2,-1.9
O=C(COc1ccc(Br)cc1)N(Cc1nnc(-c2ccccc2Cl)o1)C1CC1,?,-11%,7%,-1%,-7%,1%,2,-4.1
COc1ccc(NC(=O)N(C)C[C@H]2Oc3ccc(NC(=O)C4CCCCC4)cc3C(=O)N([C@H](C)CO)C[C@@H]2C)cc1,30%,11%,9%,-8%,-7%,-3%,-5,0.1
COc1ccc(NCc2nnc(SCC#N)n2-c2ccccc2OC)cc1,-17%,-10%,8%,-16%,-7%,3%,-13,0.3
CC(C)(C)c1ccc(S(=O)(=O)N2CCCC2C(=O)NC2=NCCS2)cc1 (stereo unspecified),22%,-3%,-4%,-3%,-11%,2%,-3,-2.3
O=C(c1ccccc1)N1CCSc2sccc2C1=O,-20%,-2%,15%,-15%,-4%,-1%,-3,0.4
COc1ccc(C2=NOC(C(=O)N3CCCc4ccccc43)C2)cc1 (stereo unspecified),34%,-10%,8%,-14%,-12%,-8%,·,-1.9
CCN(C(=O)c1cccc(S(=O)(=O)N2CCCCC2)c1)C1CCS(=O)(=O)C1 (stereo unspecified),28%,-22%,13%,0%,16%,18%,-4,-5.5
COc1ccc(CN(C)S(=O)(=O)c2nnc(NC(=O)c3ccccc3)s2)cc1OC,-23%,1%,6%,-24%,-11%,-8%,-7,-2.3
Cc1ccc(NC(=O)COC(=O)Cc2c[nH]c3ccccc23)cc1F,7%,-5%,5%,0%,-2%,-8%,-2,-1.1
O=C(NCc1ccc(F)cc1)c1cnc2n(c1=O)CCS2,-13%,-10%,6%,-14%,-3%,9%,0,0.2
NCCCCCc1nnc(SCC(N)=O)o1,19%,-5%,2%,-8%,18%,22%,6,-0.3
CCCCn1c(N)c(N(C)C(=O)c2cc3c(s2)CCCCC3)c(=O)[nH]c1=O,-4%,-4%,2%,4%,-2%,-2%,0,0.9
Cc1cccc(S(=O)(=O)NC(=O)C2(C)CCN2C(=O)c2ccc(C3CCCCC3)cc2)c1 (stereo unspecified),36%,-8%,-10%,-7%,-20%,-3%[57.1 µM],2,-0.1
CCCOC(=O)c1cc(=O)[nH]c2ccccc12,9%,-2%,0%,-10%,7%,-8%,0,-1.1
O=C(Nc1ccccc1C(=O)OCc1nnc(-c2ccccc2)o1)c1ccco1,27%,16%,15%,-8%,2%,5%,·,0.7
CC1CCc2c(sc(NC(=O)Cn3cnc([N+](=O)[O-])n3)c2C(N)=O)C1 (stereo unspecified),-14%,-19%,1%,-12%,-5%,5%,?,-0.6
Cc1ccc(S(=O)(=O)N(C)C)cc1NC(=O)CN1C(=O)NC2(CCc3ccccc32)C1=O (stereo unspecified),-15%,10%,0%,-3%,-3%,-1%,-3,-1.2
N#Cc1c(N2CCCC2)ccc(Br)c1Cl,-24%,-10%,-6%,3%,-1%,6%,14,-0.8
Cc1ccc(-c2noc(CN(C(=O)c3ccc4c(c3)OCO4)C(C)C)n2)cc1,11%,-3%,15%,-5%,-2%,20%,2,1.0
CC(C)CC(O)(CC(C)C)C(=O)NNc1ccccc1,3%,16%,0%,-1%,0%,2%,3,-1.1
Cc1ccc(S(=O)(=O)n2cnc3cc([N+](=O)[O-])ccc32)c(C)c1C,11%,-9%,-6%,-9%,-17%,12%,-2,1.3
COCCn1nnnc1C(C(C)C)N(Cc1ccccc1)Cc1cc2cc(OC)ccc2[nH]c1=O (stereo unspecified),?,?,14%,-7%,-20%,-6%,-6,-0.8

# Some values from the results shown.
# Abeta rescue result of CC1CCc2c(sc(NC(=O)Cn3cnc([N+](=O)[O-])n3)c2C(N)=O)C1 (stereo unspecified) = -19%
# WRN inhibitor result of COc1ccc(CN(C)S(=O)(=O)c2nnc(NC(=O)c3ccccc3)s2)cc1OC = -8%

# In the list so far, 3 contain a cyano group.
SMILES,FUS suppressor,Abeta rescue,EPAC1 agonist,PLK1 PBD block,EPAC1 antag,WRN inhibitor,PI5P4Ka inh,IL-2 act
CCOC(=O)CN(C(=O)COc1nc(-c2ccccc2)cc(C)c1C#N)c1ccc(F)cc1,-3%,11%,1%,-14%,0%,-9%,-4,0.6
COc1ccc(NCc2nnc(SCC#N)n2-c2ccccc2OC)cc1,-17%,-10%,8%,-16%,-7%,3%,-13,0.3
N#Cc1c(N2CCCC2)ccc(Br)c1Cl,-24%,-10%,-6%,3%,-1%,6%,14,-0.8

# Next results:
SMILES,FUS suppressor,Abeta rescue,EPAC1 agonist,PLK1 PBD block,EPAC1 antag,WRN inhibitor,PI5P4Ka inh,IL-2 act
COC(=O)C(=Nc1ccccc1)/C(C(=O)C(=O)N(C)c1ccccc1)=C(\O)c1ccccc1,15%,0%,11%,-16%,2%,-3%,-5,-0.3
CCN(CC)S(=O)(=O)c1ccc(N=Cc2c(C)c(C#N)c(=O)n(C)c2O)cc1,·,-12%,-3%,10%,9%,-1%,-20,-0.9
CC(C)(C)c1ccc(C(=O)N/C(=C\c2cccs2)C(=O)N2CCOCC2)cc1,12%,-1%,-12%,-1%,10%,-6%,5,-1.2
COc1ccc(/C(O)=C2\C(=O)C(=O)N(c3cc(C)on3)C2c2ccccc2OC)cc1 (stereo unspecified),25%,0%,-1%,-2%,10%,-2%,0,-1.8
CC(=O)Nc1cccc(NC(=O)c2cc(-c3cccnc3)nc3ccc(Cl)cc23)c1,?,1%,5%,9%,-5%,-14%,10,-0.2
NC(=O)c1nnsc1-c1ccc(-c2snnc2C(N)=O)cc1,-16%,1%,13%,-10%,4%,-5%,3,2.0
Cc1cc(C)n(C(=O)C(C)N2C(=O)c3ccccc3C2=O)n1 (stereo unspecified),17%,-7%,-5%,0%,9%,10%,·,-0.5
CN(CC(=O)NCc1ccccn1)S(=O)(=O)c1ccc(F)cc1,10%,-6%,4%,-23%,-1%,-2%,5,-3.9
CCOc1ccc(NC(=O)c2cc3ccccc3cc2O)cc1,14%,-1%,-2%,?,4%,6%,-1,-0.5
Cc1ccc(C(=O)c2c(NC(=O)c3ccncc3)sc3c2CCCC3)cc1,38%,-6%,10%,-6%,-7%,-14%,0,0.6
CCN(CC)S(=O)(=O)N1CCC(C(=O)NCc2ccc3c(c2)OCO3)CC1,10%,-6%,-5%,-4%,-10%,16%,-5,0.4
